E coli RNAP: Escherichia coli RNA polymerase inhibition. P0A8V2. E. coli RNA polymerase, fluorescence transcription assay. inhibition, %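 (tested at 10 µM)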. 62,000 compounds, 0.2% hits; in the data active = inhibition above about 20%;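 also: 0% = enzyme without compound and 100% = no enzyme blank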
D1 mod: allosterically modulates the human D1 dopamine receptor | HEK293 D1, CRE-luciferase, dopamine EC30 potentiation; actives deviate in either direction | AID 641 | 58,000 compounds, 5.9% hits | B-score at 10 µM | P21728;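 active = luminescence count or its row- and column-corrected plate score outside the 99.7% band of the plate's sample wells, on either side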
Jurkat tox 60K: cytotoxic compounds reducing Jurkat cell viability; inhibition, % at 4 µM; 56,000 compounds, 1.2% hits; Jurkat E6.1 viability, ATP luminescence, 48 h;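 active = inhibition above the mean inhibition of all tested compounds plus 3 SD, cut at about 28% in these data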
M1 agonist: activates the M1 muscarinic receptor. CHO-M1 cells, Fluo-4 calcium fluorescence, agonist mode; stronger effect = higher value. 64,000 compounds, 3% hits. B-score at 10 µM;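 active = fluorescence rise, raw or as B-score row- and column-corrected plate score, outside the 99.7% band of its plate's samples, either direction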
M1 antagonist: antagonists of rat M1 muscarinic receptor; 64,000 compounds, 3.4% hits; CHO-M1 cells, Fluo-4 calcium, ACh EC80 antagonist mode; stronger effect = lower value; P08482; B-score at 10 µM; AID 628;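 active = calcium fluorescence response, raw or row-and-column corrected B-score, differing from the plate sample mean either way at a set confidence level, mostly lower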
S1P1 ag-PAM: S1P1 (human) agonism or agonism potentiation; activation, % at 9.5 µM; 56,000 compounds, 0.57% hits; S1P1 CRE-bla cells, forskolin, beta-lactamase FRET, potentiator mode; S1P1 agonist co-added at EC20, 2 nM; 100% = saturating reference agonist, 0% = basal; P21453; AID 449;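 active = activation above a cutoff set at the mean activation of all tested compounds plus 3 SD, cut at about 54% in these data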;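 also: forskolin at 4 µM as EC80 and the EC20 agonist is SEW2871; 100% = SEW2871 at its EC100 plus forskolin at EC80; some compounds past the cut are filed as inactive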
Target sequence (P21453 whole entry, looked up): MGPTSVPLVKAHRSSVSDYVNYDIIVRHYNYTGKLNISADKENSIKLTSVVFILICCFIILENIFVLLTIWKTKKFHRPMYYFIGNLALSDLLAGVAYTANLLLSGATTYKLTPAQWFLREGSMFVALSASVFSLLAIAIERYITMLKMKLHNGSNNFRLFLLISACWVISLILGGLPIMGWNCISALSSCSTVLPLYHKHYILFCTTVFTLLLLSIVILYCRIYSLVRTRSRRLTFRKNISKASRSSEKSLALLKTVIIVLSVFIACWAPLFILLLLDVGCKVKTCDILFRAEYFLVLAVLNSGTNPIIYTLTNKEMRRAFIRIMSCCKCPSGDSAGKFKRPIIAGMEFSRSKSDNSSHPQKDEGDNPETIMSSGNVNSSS
TNAP act mid DEA: activators of human TNAP at intermediate phosphate acceptor; P05186; purified TNAP, CDP-star luminescence, 100 mM DEA, 30 min; stronger effect = higher value; scale: 0 levamisole-inhibited, 1 vehicle-only enzyme; activation factor at 20 µM; 64,000 tested, under 10 active; AID 813;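 active = activation factor of at least 2 at 20 µM, relative to controls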
HEK293 NFkB inh: inhibitors of the PMA/ionomycin-induced NF-kB reporter in HEK293 cells; HEK-293 NF-kB luciferase reporter, luminescence; inhibition, % at 3 µM; 62,000 compounds, 0.21% hits; AID 465;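 active = inhibition above the mean of all tested compounds plus 3 SD, cut at about 40% in these data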;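 also: 0% = stimulated DMSO wells and 100% = 10 µM reference inhibitor 5653914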
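System – HEK-293 cells with stable firefly luciferase reporter driven by four HIV NF-kB elements · Doses – one dose, 3 µM · Schedule – 1 h compound pre-incubation, 16 h PMA/ionomycin at 37 °C · Technique – luminescence from luciferase substrate reagent · Measure – percent inhibition normalized per plate to DMSO and reference-inhibitor controls · Replicates – tested once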
S1P3 agonist: agonists of human S1P3 receptor; Q99500; S1P3 NFAT-BLA reporter cells, agonism, FRET ratio; relative to 1 µM S1P, basal subtracted; AID 373; 60,000 compounds, 0.1% hits; activation, % at 4.5 µM;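 active = activation above the screen-wide mean plus 3 SD, cut at about 4.5% in these data, passing the limit was not always enough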; also: some compounds called inactive have numbers as strong as hits
Target sequence (Q99500 whole entry, looked up): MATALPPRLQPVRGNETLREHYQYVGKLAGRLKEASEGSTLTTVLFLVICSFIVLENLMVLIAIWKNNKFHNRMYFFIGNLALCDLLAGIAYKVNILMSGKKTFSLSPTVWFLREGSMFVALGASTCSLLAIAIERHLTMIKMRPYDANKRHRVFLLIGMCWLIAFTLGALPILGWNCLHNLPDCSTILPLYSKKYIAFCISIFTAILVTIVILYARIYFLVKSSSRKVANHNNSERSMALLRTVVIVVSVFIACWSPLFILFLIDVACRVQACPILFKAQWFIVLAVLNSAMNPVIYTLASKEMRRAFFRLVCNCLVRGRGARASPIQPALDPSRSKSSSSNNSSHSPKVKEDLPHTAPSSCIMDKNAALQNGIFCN
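Measure – % activation relative to 1 µM S1P (100%), per plate · System – stable CHO line with human S1P3, Gα16, NFAT-BLA reporter · Timing – cells plated overnight, compound 4 h 37 °C, substrate 2 h RT · Technique – fluorescent BLA substrate, ex 405 nm, em 460/535 nm ratio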
Active calls of the source: *; x = not tested or not shown.

Screens in order – E coli RNAP, D1 mod, Jurkat tox 60K, M1 agonist, M1 antagonist, S1P1 ag-PAM, TNAP act mid DEA, HEK293 NFkB inh, S1P3 agonist
1: O=C(Cn1c(=O)sc2ccccc21)Nc1ccc(S(=O)(=O)N2CCCC2)cc1
→ 6, -0.36, -2, -1, -2.2, 12, 0.9, 20, -0.1
2: O=C1CC(N2CCN(C(c3ccccc3)c3ccccc3)CC2)C(=O)N1 (configuration not stated)
→ 4, -0.25, 5, 0.0023, 0.086, -22, 0.9, 22, -1.2
3: Cc1cc(C)nc(N2CCN(c3nc(C)nc4c3oc3ccccc34)CC2)n1
→ 6, x, x, -0.099, 0.55, x, 1.1, 14, x
4: CC12CS(=O)(=O)CC1SC(=S)N2c1ccccn1 (configuration not stated)
→ 8, -0.016, -7, 0.2, 0.94, 3, 0.8, 1, -0.7
5: CCOc1ccc2c(c1)c1nnc(SCC3CCCO3)nc1n2C (configuration not stated)
→ 2, 1.6, 1, 0.51, -1.8, -10, 1, -3, -0.9
6: CN1CCN(CCCNC(=O)c2ccc(CS(=O)(=O)c3ccc(Br)cc3)o2)CC1
→ 10, -0.41, 4, 0.89, 0.49, 10, 1, 9, -0.1
7: Cc1cc2c(cc1C)NC(CC(=O)NCc1ccccc1)C(=O)N2 (configuration not stated)
→ 0, x, 5, -0.086, -0.15, -9, 1, 10, -2.2
8: O=C(CCSc1ccccc1)N1CCOCC1
→ 6, -0.85, 3, 0.14, 0.41, x, 1, -9, -1.0
9: Nc1nc(SCC(=O)C23CC4CC(CC(C4)C2)C3)n[nH]1
→ -3, 5.3*, 1, 2.1, -0.52, -22, 1.1, -8, -0.7
10: CCCNC(=O)NC(C(=O)OC)C12CC3CC(CC(C3)C1)C2 (configuration not stated)
→ 2, 0.6, -6, 0.64, -0.18, -14, 0.9, 16, -0.4
11: O=C(Cn1cnc2ccccc21)Nc1cc(C(F)(F)F)ccc1N1CCOCC1
→ 1, 1.4, 12, 0.0024, 0.038, 0, 0.9, 14, -1.2
12: CCOc1ccc(C(=O)c2nc3c(n2O)CCCC3)cc1
→ 12, 1.1, 3, x, x, -27, 0.9, 25, -0.6
13: CCC(=O)Nc1cc(-c2nnc(OC)c3ccccc23)ccc1N1CCOCC1
→ 12, 0.18, -1, 0.93, -1.7, -2, 0.9, 0, 0.4
14: CC(C)OCCCNC(=O)CNC(=O)c1cccs1
→ 6, -0.49, -2, 0.36, 0.24, 3, 0.9, 10, 0.5
15: O=c1oc2c(CN3CCCCC3)c(O)ccc2c2c1CCCCC2
→ -190, x, x, 0.078, -0.25, -3, 0.9, x, -1.0
16: CN1CCN(CCCNC(=O)C2CC(=O)N(C3CCCCC3)C2)CC1 (configuration not stated)
→ 5, 0.56, -12, 0.2, -0.12, -1, 0.9, 4, -0.3
17: CC(Sc1ccc2c(c1)OCCO2)C(=O)Nc1ccc2c(c1)OCO2 (configuration not stated)
→ 8, 0.4, 6, -0.045, -0.58, 25, 0.9, 10, 0.0
18: COC(=O)CCN(C)CCC(=O)OC
→ 8, 0.058, 5, -0.54, 0.64, -9, 0.9, 15, 0.5
19: O=C(Nc1ccc2nn(-c3ccccc3)nc2c1)c1cccnc1
→ 9, -1.1, 7, -0.67, 0.11, -2, 0.9, 2, -0.8
20: Cn1c(NCc2cccnc2)nc2c1c(=O)n(Cc1ccccc1F)c(=O)n2C
→ 6, x, x, 0.045, -0.5, 2, 1, x, -3.4
21: CCN(CC)CCNc1nc2c(c(=O)n(C)c(=O)n2C)n1C/C=C(/C)Cl
→ 1, -1.4, -3, 0.38, -0.58, -26, 1, 3, 0.5
22: Brc1ccc(CSc2nnc(Cc3c[nH]c4ccccc34)o2)cc1
→ 0, 0.22, 4, 0.088, 0.44, 49, 0.8, -2, -1.4
23: CC(C)(C)NC(=O)COC(=O)Cc1ccc(Cl)cc1
→ 6, 0.43, x, 0.025, -0.039, x, 0.9, 14, x
24: c1ccc(-n2nnnc2SCc2cn3ccccc3n2)cc1
→ 7, -0.054, -1, 0.43, 1, -11, 0.9, 2, -1.1
25: Cc1nnc(NC(=O)CSc2nnc3scc(-c4ccc(C)c(C)c4)n23)s1
→ -10, 1, 7, -0.65, -0.36, -14, 1, 23, -0.5
26: O=C(c1ccco1)n1c(=S)nc2ccccn21
→ 9, -0.72, 3, -0.76, 0.0025, 0, 1, -26, 1.2
27: Cc1cc(NC(=O)CCC(=O)N(c2ccccc2)C2(C(=O)NC3CCCCC3)CCCC2)no1
→ 8, 0.73, -6, 0.18, 0.24, -12, 0.9, 4, -0.3
28: O=C(NC1CCCCC1)N1CCCCCCC1
→ 6, -0.024, -7, 1.5, 0.26, 4, 1, 14, -0.4
29: CC(C)C(c1nnnn1Cc1ccco1)N1CCN(c2nc3ccccc3s2)CC1 (configuration not stated)
→ 2, 0.1, -4, -0.2, 0.001, 1, 1, 28, -0.5
30: O=C(CNC(=O)c1ccco1)Nc1cc(Cl)ccc1N1CCOCC1
→ 4, 0.91, 0, 0.21, 0.83, -14, 0.9, 1, 0.2

Retrieved one by one from above, 2 records:
Screens in order – E coli RNAP, D1 mod, Jurkat tox 60K, M1 agonist, M1 antagonist, S1P1 ag-PAM, TNAP act mid DEA, HEK293 NFkB inh, S1P3 agonist
23: CC(C)(C)NC(=O)COC(=O)Cc1ccc(Cl)cc1
→ 6, 0.43, x, 0.025, -0.039, x, 0.9, 14, x
10: CCCNC(=O)NC(C(=O)OC)C12CC3CC(CC(C3)C1)C2 (configuration not stated)
→ 2, 0.6, -6, 0.64, -0.18, -14, 0.9, 16, -0.4

Arranged by heavy-atom count (lowest first): 4 of the compounds above.
Screens in order – E coli RNAP, D1 mod, Jurkat tox 60K, M1 agonist, M1 antagonist, S1P1 ag-PAM, TNAP act mid DEA, HEK293 NFkB inh, S1P3 agonist
26: O=C(c1ccco1)n1c(=S)nc2ccccn21
→ 9, -0.72, 3, -0.76, 0.0025, 0, 1, -26, 1.2
5: CCOc1ccc2c(c1)c1nnc(SCC3CCCO3)nc1n2C (configuration not stated)
→ 2, 1.6, 1, 0.51, -1.8, -10, 1, -3, -0.9
16: CN1CCN(CCCNC(=O)C2CC(=O)N(C3CCCCC3)C2)CC1 (configuration not stated)
→ 5, 0.56, -12, 0.2, -0.12, -1, 0.9, 4, -0.3
1: O=C(Cn1c(=O)sc2ccccc21)Nc1ccc(S(=O)(=O)N2CCCC2)cc1
→ 6, -0.36, -2, -1, -2.2, 12, 0.9, 20, -0.1

Next entries follow:
Screens in order – E coli RNAP, D1 mod, Jurkat tox 60K, M1 agonist, M1 antagonist, S1P1 ag-PAM, TNAP act mid DEA, HEK293 NFkB inh, S1P3 agonist
31: COc1ccc(S(=O)(=O)N2CCN(C)CC2)cc1C
→ 4, -0.63, -7, 0.14, 0.49, -27, 0.9, 0, -0.5
32: Clc1ccc(C(c2nnnn2C2CCCC2)N2CCSCC2)cc1 (configuration not stated)
→ -6, x, 9, 8*, 1, 18, 0.9, 9, -1.3
33: Cc1ccc2nsnc2c1NS(=O)(=O)c1c(C)ccc2nsnc12
→ -1, 0.72, 2, 0.3, 0.045, -8, 1, 12, -0.7
34: Cc1ccc(SCCNS(=O)(=O)c2ccc3c(c2)OCCO3)cc1
→ 11, -0.21, 0, 0, -1.3, x, 0.9, -4, -0.2
35: CCNC(=O)C1CC(=O)N(Cc2ccc3c(c2)OCO3)C(=Nc2ccc(OCC)cc2)S1 (configuration not stated)
→ 9, 0.041, -5, 0.35, -0.61, -25, 1, -2, -2.0
36: Cc1ccc2c(C)nc(NC3=NCN(Cc4ccccc4)CN3)nc2c1
→ 2, -1.1, 5, -0.18, -1.3, -6, 0.9, -3, 0.6
37: COc1ccc2[nH]c3c(N4CCN(Cc5ccc6c(c5)OCO6)CC4)ncnc3c2c1
→ 4, 1.3, x, -0.17, -1.2, -10, 1.1, x, -2.5
38: COc1ccc(Cc2nn3c(-c4ccccc4Br)nnc3s2)cc1
→ 5, 5.4*, -1, 0.5, -0.34, -6, 0.9, 2, -0.2
39: Cc1ccc(C(=O)Nc2ccc(Cl)cn2)cc1
→ 11, -4.1*, 76*, -0.44, 0.093, 10, 0.9, -27, -0.1
40: CN1C(=S)SC(C)(NO)C1(C)C (configuration not stated)
→ 5, 0.5, 7, 0.036, 0.16, -3, 0.9, 14, -1.4
41: Cc1noc(C)c1CN1C(=O)NC2(CCCCCCC2)C1=O
→ 8, 0.32, x, -0.88, 0.16, x, 0.9, 15, x
42: CCN1CCCC1CNS(=O)(=O)c1ccc(C(=O)Nc2ccccc2)cc1 (configuration not stated)
→ 1, -1.5, 4, 0.6, -0.065, 7, 0.9, 5, -1.1
43: Cc1ccc(S(=O)(=O)c2c(N)n(CCN3CCOCC3)c3nc4ccccc4nc23)cc1C
→ -1, 1.1, 6, -0.048, -0.2, -12, 1, 6, 0.5
44: CC1=C(C(=O)NCc2ccccn2)C2(CCC(C)CC2)OC1=O (configuration not stated)
→ 9, -0.34, -5, 0.018, 0.013, -28, 0.9, -1, -1.1
45: O=C(CCc1ccccc1)Nc1cccc(-c2nnc(-c3ccco3)o2)c1
→ 7, 0.074, 1, 0.42, 0.0057, 16, 0.9, -9, -0.9
46: Cc1sc2ncn3c(C)nnc3c2c1C
→ 5, -0.6, -1, -0.95, 0.24, -1, 0.8, 8, 0.3
47: Cc1cc(-c2cccnc2)c(C#N)c(SCC#N)n1
→ 13, x, -6, -0.55, 0.015, x, 1, -4, 0.4
48: O=C(O)C1(P(=O)(c2ccccc2)c2ccccc2)CCC1
→ 11, 0.071, -4, x, x, -36, 0.9, -3, 0.5
49: COCc1cc(=O)n2c(-c3ccc(C)cc3)n[nH]c2n1
→ 8, 0.0062, -9, -1, 0.31, -4, 0.9, -16, 0.6
50: COc1cc([C@H]2[C@@H]3CCCC[C@]3(O)CCN2CC(=O)Nc2ccc(C)cc2C)ccc1O
→ 9, -0.014, -8, -0.013, -0.74, 0, 1, 6, 0.4
51: C=C(Br)Cn1c(CC(C)C)nc2ccccc21
→ 5, -3.3*, 3, -0.34, 1.3, -5, 0.9, 0, -1.3
52: CCC(=O)Nc1cc(OC)c(NC(=O)c2ccccc2)cc1OC
→ 13, x, -5, 0.072, 0.0088, 5, 0.9, 15, 0.2
53: COc1ccccc1-c1ccc(Nc2cccc(C(C)=O)c2)nn1
→ 4, -0.021, x, 0.022, 0.00056, x, 0.9, -6, x
54: CCOC(=O)COn1c(=O)c(-c2ccco2)[n+]([O-])c2ccccc21
→ 1, x, x, 0.6, 0.016, 8, 0.9, x, -1.4

Shown as a hit in M1 agonist, of those listed so far:
| entry | smiles | E coli RNAP | D1 mod | M1 agonist | M1 antagonist | S1P1 ag-PAM | TNAP act mid DEA | S1P3 agonist |
| --- | --- | --- | --- | --- | --- | --- | --- | --- |
| 32 | Clc1ccc(C(c2nnnn2C2CCCC2)N2CCSCC2)cc1 (configuration not stated) | -6 | x | 8* | 1 | 18 | 0.9 | -1.3 |

High-throughput results as filed in PubChem.
